QS inhibitor: inhibitors of bacterial quorum sensing in S. aureus; S. aureus RN6390 RNAIII-GFP reporter, AIP-induced, flow cytometry 3 h; inhibition, % at 2 µM; 24,000 compounds, 0.3% hits; AID 527;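 active = share of bacteria positive for the green fluorescent reporter and its mean brightness both inhibited by 50% or more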;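 note: 0% = AIP-stimulated control and 100% = unstimulated bacteria without AIP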
QS inhibitor GFP MFI %: second read-out of QS inhibitor, no call of its own (marks repeat the call); inhibition, %; measured here: inhibition of GFP MFI
* = called active by the depositor. Not all compounds are listed; rates above refer to the full screens.

SMILES | QS inhibitor | QS inhibitor GFP MFI %
Cc1ccc(Cn2c(SCCN3CCCCC3)nc3c2c(=O)[nH]c(=O)n3C)cc1 | 1 | 25
CCCC(=O)N1CC2(C)CN(C(=O)CCC)CC(CCC)(C1)C2=O | 1 | 8
CCC(=O)N1CCc2cc(S(=O)(=O)CCC(=O)Nc3ccc(F)c(F)c3)ccc21 | 0 | 36
Cn1c(Cn2c(=O)sc3ccccc32)nnc1SCC(=O)Nc1ccc2c(c1)OCO2 | -6 | -2
O=C(CCNS(=O)(=O)c1ccc2c(c1)CCC(=O)N2)NCc1cccnc1 | 1 | 10
CCOC(=O)c1[nH]c(C)c(C(=O)NCc2ccccn2)c1C | 2 | 4
CCC1Oc2ccc(C)cc2N(CC(=O)NCCN2C(C)CCCC2C)C1=O (stereo unspecified) | 2 | 24
CCCCSc1nnc([C@H](C)NC(=O)OC(C)(C)C)o1 | -11 | -14
COc1cc(NC(=O)CN(c2ccc(C)cc2)S(=O)(=O)c2c(C)nn(C)c2C)cc(OC)c1 | -1 | 33
O=C1c2ccccc2C(Nc2ccc(S(=O)(=O)N3CCOCC3)cc2)N1c1cccnc1 (stereo unspecified) | 0 | 5
Cc1ccc(OCCN2CCN(C(=O)CCC(=O)Nc3nnc(C)s3)CC2)cc1 | -10 | -26
O=C(Nc1cccnc1)C1CCCN(S(=O)(=O)c2cccc3nsnc23)C1 (stereo unspecified) | -2 | 5
Cc1nn(C(C)C(=O)N2CCN(c3ccccn3)CC2)c(=O)c2cc3occc3n12 (stereo unspecified) | 6 | 17
CCOc1ccc(OCC)c(N=c2oc3c(C)ncc(CO)c3cc2C(N)=O)c1 | -2 | -12
CCOc1ccccc1CNC(=O)CCN1C(=O)COc2ccccc21 | 1 | 17
CCOC(=O)C1CCCN(C(=O)C2CCC(CNS(=O)(=O)c3ccc(NC(C)=O)cc3)CC2)C1 (stereo unspecified) | -6 | -8
Cc1ccc(Cl)cc1NC(=O)CSc1nnc(C)n1-c1ccccc1 | 0 | 0
O=C(O)C1C2CCC(C2)C1C(=O)NCc1ccccn1 (stereo unspecified) | 3 | 6
Cc1ncoc1C(=O)Nc1ccc2c(c1)OCCO2 | 1 | 25
CSc1ccc(S(=O)(=O)Nc2ccc3c(c2)OCCO3)cc1 | 22 | 33
Cc1c(C(=O)OCC(C)(C)CN(C)C)oc2ccccc12 | -3 | -1
COc1ccc(C(N)CCc2ccco2)cc1 (stereo unspecified) | 0 | 28
COCCNC(=O)c1ccc(CS(=O)(=O)c2ccccc2)o1 | -1 | -3
Cc1ccc(S(=O)(=O)C2(C(=O)NC3CCCC3)CC2)cc1 | -4 | -4
CC(C)c1ccc(NC(=O)C2C3C=CC4(CN(CCCN5CCOCC5)C(=O)C24)O3)cc1 (stereo unspecified) | -2 | -9
Cc1ccc(C)c(N2CCN(C(=O)CCCOc3cc(=O)n(C)c4ccccc34)CC2)c1 | 9 | 30
Cc1ccc(OCC2Cn3c(nc4c3c(=O)n(C)c(=O)n4C)O2)cc1 (stereo unspecified) | -1 | 0
Cc1cccn2c(=O)c3cc(C(=O)N4CCCc5ccccc54)n(C)c3nc12 | -1 | -4
CCCCN(CCCC)C(=O)CCS(=O)(=O)c1ccc2c(c1)n(C)c(=O)c(=O)n2C | -3 | -16
Cn1cc(C(=O)NC2CCCCC2)c(=O)c2cc(S(=O)(=O)N3CCCC3)ccc21 | -2 | 1
O=C(C1CC1)N1CCN=C1SCc1cccc(C(F)(F)F)c1 | -1 | -9
Cc1ccc(-c2nnc(SC(C)C#N)n2N)cc1 (stereo unspecified) | -2 | 7
O=c1[nH]ncn2cccc12 | 4 | 17
COc1ccccc1CNC(=O)CN1CCN(Cc2ccc(Cl)cc2)C1=O | 2 | 11
COC(=O)CSc1nc2ncc(Cl)cc2[nH]1 | -14 | -70
CCN(C(=O)COC(=O)c1cc(C)n(-c2ccc(F)cc2)c1C)C1CCS(=O)(=O)C1 (stereo unspecified) | -2 | -10
COc1ccc(-c2cc(C(F)(F)F)n3nc(C(=O)N4CCOCC4)nc3n2)cc1 | 0 | 1
CC1CCN(S(=O)(=O)N2CCC(C(=O)NCc3cccs3)CC2)CC1 | 2 | 14
C=CCNC(=O)c1sc(=S)n(-c2ccc(C(=O)OCC)cc2)c1N | -3 | -6
Cc1nc2sc(C(c3ccc(Cl)cc3)N3CCOCC3)c(O)n2n1 (stereo unspecified) | -1 | -10
CSc1nc(N)nc(SCC(=O)c2ccc(C)cc2)c1C#N | -1 | -7
COC(=O)Cn1nc(-c2ccccc2)c2ccccc2c1=O | -6 | -5
CC(=O)c1c(C)c[nH]c1C | -2 | 2
O=C1CC(c2cc3c(cc2Br)OCO3)C2=C(CCCC2=O)N1 (stereo unspecified) | 0 | 22
O=C(O)CC(c1ccccc1)n1cccc1 (stereo unspecified) | 0 | 6
COC(=O)c1cn(NC(=O)c2ccc3c(c2)OCO3)c(=O)c2ccccc12 | -1 | 1
O=C(Cc1c[nH]c2ccccc12)N1CCc2ccccc21 | 1 | 9
CCOC(=O)/C=C(\C)Sc1cc(=O)oc2ccccc12 | 1 | 15
COc1ccccc1CNC(=O)C1CCN(S(=O)(=O)c2c(C)noc2C)CC1 | -3 | -20
CCC(=O)N1CCc2cc(S(=O)(=O)N3CCc4ccccc43)ccc21 | -1 | -14
Cc1cc(Cl)ccc1OCC(=O)Nn1c(C)ccc1C | -1 | -2
Cn1ncc2c(Nc3ccccc3Br)ncnc21 | 2 | 13
CCN1CCN(c2ncc(C(=O)Nc3c(F)cc(F)cc3Br)c3ccccc23)CC1 | 4 | 10
CCN(CCCNC(=O)COc1cc(=O)n(C)c2ccccc12)c1ccccc1 | 4 | -2
O=C(CSc1ncc(-c2ccc(F)cc2)[nH]1)N1CCCCC1 | 0 | 1
C=C(C)C1Cc2nc(N)nc(C)c2C1 (stereo unspecified) | 1 | -20
Cc1cccc(OCC(=O)N2CCC(N3CCCCCC3)CC2)c1 | 0 | 13
COc1ccc(CN(Cc2cc3cc4c(cc3[nH]c2=O)OCO4)C(=O)NC2CCCCC2)cc1 | 24 | 32
Cc1csc(NC(=O)Cc2nn(C)c(=O)c3ccccc23)n1 | 0 | 6
Cc1c(C(=O)NCC2CCCO2)oc2ccc(S(=O)(=O)N3CCCC3)cc12 (stereo unspecified) | -3 | -18
More compounds:
SMILES | QS inhibitor | QS inhibitor GFP MFI %
Cn1nnc2c(sc3nc(N4CCOCC4)c4c(c32)CCCC4)c1=O | 13 | 29
CCOc1ccc2c(c1)sc(=NC(=O)C1CC1)n2C | -2 | -2
CCCS(=O)(=O)N1CCC(C(=O)NCCN(C)Cc2ccccc2)CC1 | 0 | 0
CCOC(=O)N1CCC(NC(=O)C2CCCN(C(=O)N3CCOc4ccccc43)C2)CC1 (stereo unspecified) | -1 | 3
Cc1ccc(CCN2CC(C(=O)NCc3ccco3)CC2=O)cc1 (stereo unspecified) | 1 | 1
COc1ccc(-c2cc(O)cc(O)c2)cc1 | 1 | 6
Cc1oc(-c2cccs2)nc1CS(=O)CC(=O)NCCCOC(C)C (stereo unspecified) | -4 | -15
O=C1Nc2cc(C(=O)N3CCN(Cc4ccccc4)CC3)ccc2SC1N1CCOCC1 (stereo unspecified) | 8 | 21
Cc1nnc(SCc2ccccc2)n1N | 0 | 2
O=C(CCCn1c(=O)[nH]c2ccccc2c1=O)N1CCN(c2ccccn2)CC1 | 1 | 1
O=C(c1cc(S(=O)(=O)N2CCOCC2)ccc1F)N1CCN(Cc2ccccc2)CC1 | -2 | 0
COc1ccccc1CNC(=O)C1CCN(Cc2nc(-c3cccc(Cl)c3)oc2C)CC1 | 2 | 16
CCOc1cc(-c2noc(N)c2C(=O)OC)cc(OCC)c1OCC | -1 | -6
CCOC(=O)CN1CC23C=CC(O2)C(C(=O)NC2CCCC2)C3C1=O (stereo unspecified) | 4 | 7
Cc1ccc2nc(C)cc(NCCO)c2c1 | -2 | -12
Cc1ccc(Cl)cc1N1CCN(C(=O)C2CCCN(S(=O)(=O)c3cnc[nH]3)C2)CC1 (stereo unspecified) | -1 | 0
CCOC(=O)c1nc(-c2ccc3c(c2)OCO3)[nH]c1C | -7 | -7
Cc1ccc(NC(=O)CCn2nc(C)cc2C)c(C)c1 | -5 | -10
CSc1nc(N)nc(SCC(=O)c2ccccc2)c1C#N | -7 | -8
COCCCNC(=O)Cn1ncc2ccsc2c1=O | 2 | 10
Cc1csc(NC(=O)c2cccs2)n1 | 0 | -7
O=C(COC(=O)c1cnccn1)c1ccc(OC(=O)c2ccccc2)cc1 | 0 | 1
COc1cccc(-n2c(Cc3cc(=O)[nH]c(=O)[nH]3)nnc2SCC(=O)Nc2ccccc2)c1 | -4 | 1
O=C(CSc1nnc(CNC(=O)c2ccccc2F)o1)NCCc1ccccc1 | -1 | -50
CC(=O)c1cc(F)c(N2CCN(C(=O)Cc3ccccc3)CC2)cc1C | -1 | 9
O=C(Cn1ncc2c(=O)oc3ccccc3c21)N1CCCN(Cc2ccccc2F)C1 | 7 | 16
CCN(CC)Cc1c(C(=O)OC)nnn1-c1nonc1N | -1 | -5
O=C(CN1CCN(C(=O)c2cccc(F)c2)CC1)Nc1ccccc1F | -5 | -17
O=C(COC(=O)C1CC(=O)N(c2ccccc2)C1)c1ccccc1 (stereo unspecified) | 0 | -10
COc1ccc(OC)c(NC(=O)CN(c2ccc(C)cc2)S(=O)(=O)c2c(C)noc2C)c1 | -2 | -6
CN(C)c1ccc(C=NCC2(O)CCOC(C)(C)C2)cc1 (stereo unspecified) | -1 | -6
CC1(C)CC2(CCO1)OC(=O)CC2C(=O)NCc1ccccc1 (stereo unspecified) | -1 | -2
Cc1nc2ccc(S(=O)(=O)NC(C(=O)N3CCn4c3nc3ccccc34)C(C)C)cc2s1 (stereo unspecified) | -2 | -2
Cc1cc(NC(=O)COc2cccc(C)c2C)no1 | 8 | 32
COc1ccccc1NC(=O)C1=C(C)Nc2ncnn2C1c1ccccc1C (stereo unspecified) | -6 | -15
CCOC(=O)c1ccccc1NC(=O)Cn1cnc2c(cnn2-c2ccccc2)c1=O | 0 | 34
COC(=O)c1ccc2c(=O)n(Cc3ccco3)c(SCC(=O)Nc3ccc(C)c(Cl)c3)nc2c1 | 3 | 9
Cc1nc2ccccc2c(=O)n1NC(=O)c1c(O)c2c(n(CC(C)C)c1=O)CCCC2 | 0 | 28
Cc1cccc(CSC2=NCCN2C(=O)c2ccco2)c1 | 23 | 32
Cc1cc(NC(=O)c2ccc(S(=O)(=O)N3CCCC3)cc2)nc2c1c(=O)oc1ccccc12 | -7 | -14
O=C1CC(=O)N(Cc2cccs2)C(=O)N1 | -11 | -32
Cc1nc(CCNC(=O)c2cccs2)cs1 | -3 | 2
O=C(c1cc(-c2ccco2)on1)N1CCN(c2ccccc2)CC1 | -7 | -10
Cc1nc2c3ccccc3n(CC#N)c(=O)n2n1 | 2 | 3
c1ccc2c3nnc4n(c-3nc2c1)CCCS4 | 0 | 4
COc1ccccc1N(CC(=O)NCc1ccccn1)S(C)(=O)=O | 0 | -2
COc1ccc(Nc2cc(C)nc3ncnn23)c(OC)c1 | -4 | -25
O=C(CSc1nnc(CNC(=O)c2cccs2)o1)c1ccc(Cl)cc1 | 4 | 16

Taken from the listing (5 entries):
SMILES | QS inhibitor | QS inhibitor GFP MFI %
Cc1nc2c3ccccc3n(CC#N)c(=O)n2n1 | 2 | 3
c1ccc2c3nnc4n(c-3nc2c1)CCCS4 | 0 | 4
COc1ccccc1N(CC(=O)NCc1ccccn1)S(C)(=O)=O | 0 | -2
COc1ccc(Nc2cc(C)nc3ncnn23)c(OC)c1 | -4 | -25
O=C(CSc1nnc(CNC(=O)c2cccs2)o1)c1ccc(Cl)cc1 | 4 | 16

Further entries.
SMILES | QS inhibitor | QS inhibitor GFP MFI %
CCOC(=O)c1c(NC(=O)OC)sc(C(=O)N(C)C)c1C | 0 | -10
Cc1ccc(S(=O)(=O)N2CCN(Cc3cc(C(C)C)ccc3O)CC2)cc1 | 5 | 2
CCn1c(=O)cc(OCC(=O)N2CCCCCC2)c2ccccc21 | -6 | -25
Cc1ccc(CCNC(=O)C2CCCN(S(=O)(=O)c3c(C)noc3C)C2)cc1 (stereo unspecified) | 1 | 8
CCCc1cc(=O)n2[nH]c(C)cc2n1 | 1 | 8
COc1cccc2cc(C(=O)OC3CCN(C)CC3)c(=O)oc12 | 0 | 13
CCOC(=O)N1CCC(NC(=O)C2CCCN(S(=O)(=O)c3cccnc3)C2)CC1 (stereo unspecified) | 3 | 6
CCOC(=O)c1ccc(S(=O)(=O)Nc2cc(C(C)(C)C)no2)cc1 | -2 | -6
CC(C)CCOc1cccc(C2c3c(oc4ccccc4c3=O)C(=O)N2CCCN2CCOCC2)c1 (stereo unspecified) | 0 | 27
COc1ccc(CCNC(=O)CCn2c(=O)[nH]c3cc(OC)c(OC)cc3c2=O)cc1OC | 0 | -13
O=C1c2cccnc2C(=O)N1Cc1cccs1 | -2 | -7
O=C(C1CCN(S(=O)(=O)c2cccc3nsnc23)CC1)N1CC=C(c2ccccc2)CC1 | 0 | 28
CCC(=O)N1c2ccc(S(=O)(=O)CCC(=O)N3CCn4c3nc3ccccc34)cc2CC1C (stereo unspecified) | -1 | 2
Nc1nonc1-c1nc2ccccc2n1CCC(=O)O | -3 | -3
C[C@]12CC[C@@H]3c4ccc(OC(=O)c5ccccc5)cc4CC[C@H]3[C@@H]1CC[C@@H]2O | -4 | -14

5 records picked at random from those above:
SMILES | QS inhibitor | QS inhibitor GFP MFI %
CCOC(=O)c1ccc(S(=O)(=O)Nc2cc(C(C)(C)C)no2)cc1 | -2 | -6
CCn1c(=O)cc(OCC(=O)N2CCCCCC2)c2ccccc21 | -6 | -25
Cc1ccc(CCNC(=O)C2CCCN(S(=O)(=O)c3c(C)noc3C)C2)cc1 (stereo unspecified) | 1 | 8
CCOC(=O)N1CCC(NC(=O)C2CCCN(S(=O)(=O)c3cccnc3)C2)CC1 (stereo unspecified) | 3 | 6
O=C(C1CCN(S(=O)(=O)c2cccc3nsnc23)CC1)N1CC=C(c2ccccc2)CC1 | 0 | 28
